SKN-1 inh: suppressors of acrylamide-induced Pgst-4::GFP reporter in worms, primary screen, SKN-1 inhibitor project, whole organism, uHTS, GFP/RFP fluorescence ratio, strain VP596; C. elegans VP596 Pgst-4::GFP/RFP ratio, 24 h; 360,000 tested, 0.49% active; inhibition, % at 21.8 µM;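 active = interference check ratio from 0.5 to 1.5 plus GFP to RFP signal ratio inhibition reaching or exceeding a fixed threshold, cut at about 30% in these data, passing the limit was not always enough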; also: some compounds called inactive have numbers as strong as hits
FAS TE block: FAS thioesterase domain inhibitors, primary screen, biochemical, fluorescence intensity, uHTS | Fatty acid synthase (Homo sapiens), P49327 | recombinant FAS-TE, OMFH fluorogenic substrate, fluorescence endpoint | inhibition, % at 15 µM | 360,000 tested, 0.67% active | AID 602261, 2012;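 active = compounds whose normalised, plate-corrected inhibition of enzyme fluorescence in the single-dose primary screen is 50% or more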;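 also: 0% = DMSO with enzyme and 100% = substrate without enzyme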
Rin1-Abl PPI inh: inhibitors of Rin1-Abl protein binding, primary screen, biochemical, TR-FRET. Tyrosine-protein kinase ABL1 (Homo sapiens) + Ras and Rab interactor 1 (Homo sapiens), …. inhibition, % at 7.35 µM. 360,000 tested, 0.4% active. AID 588664, 2011; in the data active = inhibition above about 5%, passing the limit was not always enough
NadD block: inhibitors of S. aureus NadD, primary screen, biochemical, colorimetric, uHTS | Nicotinate-nucleotide adenylyltransferase NadD (Staphylococcus aureus N315) | 360,000 tested, 0.78% active | AID 602399, 2012 | purified NadD enzyme, colorimetric absorbance read-out | inhibition, % at 20 µM; in the data active = inhibition above about 26%; also: some compounds past the cut are filed as inactive
MLLE-PAM2 inh: inhibitors of PABP1 MLLE–PAM2 peptide binding, primary screen, biochemical, fluorescence polarization, FITC-PAM2, GST-MLLE | Polyadenylate-binding protein 1 (Homo sapiens), P11940 | inhibition, % at 20 µM | 360,000 tested, 0.36% active; in the data active = inhibition above about 35%, passing the limit was not always enough;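 also: plate controls were DMSO wells with GST-MLLE for no effect and wells lacking GST-MLLE protein for full effect; some results filed as inactive read as strong as hits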
Target sequence (P11940 whole entry, looked up): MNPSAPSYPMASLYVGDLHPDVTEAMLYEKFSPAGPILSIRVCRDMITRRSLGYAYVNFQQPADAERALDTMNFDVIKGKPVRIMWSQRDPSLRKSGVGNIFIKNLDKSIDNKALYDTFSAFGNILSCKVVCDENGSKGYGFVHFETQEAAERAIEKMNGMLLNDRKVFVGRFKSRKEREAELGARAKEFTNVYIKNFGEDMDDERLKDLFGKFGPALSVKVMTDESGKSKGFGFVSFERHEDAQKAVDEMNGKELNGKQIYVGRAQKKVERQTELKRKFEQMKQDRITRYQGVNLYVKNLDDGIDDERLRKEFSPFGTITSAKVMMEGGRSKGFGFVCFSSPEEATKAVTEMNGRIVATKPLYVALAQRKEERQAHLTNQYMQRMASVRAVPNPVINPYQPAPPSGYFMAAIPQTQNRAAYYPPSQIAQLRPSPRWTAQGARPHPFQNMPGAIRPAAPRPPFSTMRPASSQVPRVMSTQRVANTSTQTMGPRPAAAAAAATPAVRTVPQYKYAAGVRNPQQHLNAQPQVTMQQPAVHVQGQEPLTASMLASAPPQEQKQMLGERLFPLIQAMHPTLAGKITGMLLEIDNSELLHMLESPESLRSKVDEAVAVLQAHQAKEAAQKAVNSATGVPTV
Neddylation inh: inhibitors of cullin neddylation, primary screen, biochemical, TR-FRET, uHTS, NAE and Ubc12. calls only at 25 µM. NEDD8-conjugating enzyme Ubc12 (Homo sapiens) + NEDD8-activating enzyme E1 regulatory …. 360,000 tested, 0.58% active; in the data active = inhibition above about 36%
Rpn11 inh: Rpn11 (PSMD14) deubiquitinase inhibitors, primary screen, biochemical, fluorescence polarization, uHTS; 26S proteasome non-ATPase regulatory subunit 14 (Homo sapiens), O00487; human 26S proteasome, Ub4-pepOG fluorescence polarization; 20S core pre-blocked with epoxomicin; calls only at 20 µM; 360,000 tested, 0.59% active; AID 588493, 2011;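 active = inhibition at 20 µM, scaled to each plate's controls, above about 33%, limit read from the data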
CSN deneddyl inh: inhibitors of CSN-mediated cullin deneddylation, primary screen, biochemical, fluorescence polarization, uHTS | COP9 signalosome complex subunit 5 (Homo sapiens), Q92905 | Purified CSN, SCF-Nedd8-OG deneddylation | inhibition, % at 12.5 µM | 360,000 tested, 0.38% active | AID 651999, 2013;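 active = pattern-corrected inhibition above about 35%, with an unprinted fluorescence ratio check between 0.5 and 1.5, limit read from the data, passing the limit was not always enough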;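 also: 0% = enzyme with substrate and 100% = substrate without enzyme; some results filed as inactive read as strong as hits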
Target sequence (Q92905 whole entry, looked up, one chain of several): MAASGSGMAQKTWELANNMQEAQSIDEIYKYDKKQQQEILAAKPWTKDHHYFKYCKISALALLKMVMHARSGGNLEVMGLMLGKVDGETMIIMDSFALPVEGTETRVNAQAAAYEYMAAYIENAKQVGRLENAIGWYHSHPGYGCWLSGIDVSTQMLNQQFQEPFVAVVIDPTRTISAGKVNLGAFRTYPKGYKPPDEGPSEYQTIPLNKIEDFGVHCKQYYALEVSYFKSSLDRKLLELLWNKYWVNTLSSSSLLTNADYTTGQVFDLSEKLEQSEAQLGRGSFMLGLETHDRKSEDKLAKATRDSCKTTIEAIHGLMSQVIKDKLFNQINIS
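Assay system: purified human Csn5 enzyme expressed in HEK293T cells; measure: % inhibition; also added: SCFSkp2-Nedd8OG substrate at 10 nM final; technique: fluorescence polarization; times: reaction 90 min, room temperature; medium: Tris buffer pH 7.5, NaCl, DTT, Tween-20, trehalose, ovalbumin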
MT1-MMP act inh: blockers of MT1-MMP proenzyme processing, primary screen, HT1080 RFP-PRO-GFP cells, GFP/RFP fluorescence. Matrix metalloproteinase-14 (Homo sapiens), P50281. GFP/RFP ratio fluorescence, overnight; percent of plate control window, DMSO zero. GFP/RFP ratio change, % at 20 µM. 360,000 tested, 0.061% active. AID 651647, 2012;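 active = GFP/RFP ratio change of at least 30% with cell ATP level not reduced by more than half and red fluorescence within 50% of control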; also: strong numbers were not always called active
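Read-out: GFP/RFP fluorescence ratio; Test system: RFP-PRO-GFP reporter HT1080 cells; Compound dosing: single-point 20 µM compound, 1% DMSO; Times: overnight compound exposure at 37 °C.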
* hit, by the source's call; i = inactive; / = not tested or not shown; + = active, no number; & = joins results of further samples. No enrichment for hits; 3.9% or so of the library scored in one or more.

SMILES	SKN-1 inh	FAS TE block	Rin1-Abl PPI inh	NadD block	MLLE-PAM2 inh	Neddylation inh	Rpn11 inh	CSN deneddyl inh	MT1-MMP act inh
COc1ccc(-c2cc(=O)[nH]c3ccccc23)cc1	-3	-7	0	-4	-3	i	i	6	-5
O=C(CCc1nnc(Cc2cccc(C(F)(F)F)c2)o1)NC1CC1	-6	-2	1	5	-9	i	i	3	1
Cc1cc(C(=O)Nc2ccccc2N2CCOCC2)ccc1[N+](=O)[O-]	18	9	-2	1	-18	i	i	0	-2
O=C1NC[C@H](CCCCN2C[C@H](Cc3ccc(O)cc3)N(CCC3CCCCC3)C(=O)C2=O)N(CCc2ccccc2)C1=O	-6	4	/	17	/	i	/	0	0
O=C(Nc1ccccc1C(F)(F)F)c1cc(S(=O)(=O)N2CCC3(CC2)OCCO3)ccc1F	-14	4	0	-15	-8	i	i	-9	5
O/N=C1/CCCSc2ccccc21	-10	-7	2	-2	5	i	i	-5	7
O=C1CCCN2N=C(SCC(=O)Nc3ccc(OC(F)(F)F)cc3)SC2=N1	-19	-1	1	-2	7	i	i	7	3
CS(=O)(=O)c1ccc(C(=O)Nc2ccc(-c3nc4ccccc4[nH]3)cc2)cc1	-2	-3	4	1	-1	/	i	4	-4
NC(=S)N=Nc1c(O)[nH]c2cc(F)c(F)cc12	0	-1	-6	1	40*	i	i	-4	5
O=C(/C=C/c1ccc2c(c1)OCO2)Nc1nncs1	2	0	-2	3	-1	/	i	-1	-3
Cc1ccc(C2=NN(C(=O)CCC(=O)O)C(c3ccc4c(c3)OCO4)C2)cc1 (configuration not stated)	14	-7	-2	2	3	i	i	-1	2
COc1cc(NC(=O)Cn2nnc(-c3ccncc3)n2)cc(OC)c1	8	4	4	3	2	i	i	2	3
CSc1nc2ccc(S(=O)(=O)N3CCOCC3)cc2s1	-1	-1	5	-2	1	i	i	2	0
CCN(CC(=O)NCc1ccccn1)S(=O)(=O)c1ccc(OC)cc1	2	-3	3	-3	7	i	i	0	-2
Cc1cc(C(F)(F)F)nc(SCc2ccc(C(=O)O)o2)n1	10	-5	-2	-2	12	i	i	9	-1
CCOC(=O)N1CCN(C(=O)C(=O)c2cn(CC(=O)N3CCCCCC3)c3ccccc23)CC1	-15	-15	2	-2	3	i	i	3	-4
c1ccc(-c2nnc(-c3ccco3)o2)cc1	21	-5	-1	-2	7	+	i	-1	1
Cc1cc(Cl)ccc1C(=O)C1CCCN(C(=O)c2ccoc2)C1 (configuration not stated)	5	2	2	-3	3	i	i	2	-2
COCCNc1ccnc2c(Cl)cccc12	0	-8	0	0	-3	i	i	7	1
Cc1ccc(C(C)C)c(OCCCN2C(=O)NC(C)(C)C2=O)c1	-33	-2	-1	4	3	i	i	-2	-3
COc1ccc(-c2ccccc2)cc1NC(=O)c1cccs1	10	30	0	-1	-10	i	i	0	-8
COC(=O)c1ccccc1NC(=S)N(Cc1ccc2c(c1)OCO2)Cc1cc2cc(OC)ccc2[nH]c1=O	-6	68*	-3	23	-55	i	i	-11	-9
Cc1ccc2c(c1)C1CN(C)CCC1N2S(=O)(=O)c1cccc(F)c1 (configuration not stated)	1	-1	6	-12	15	i	i	0	1
CN(CCc1ccccn1)C(=O)CC1C(=O)NCCN1Cc1cccc(F)c1 (configuration not stated)	4	-6	-2	3	5	i	i	0	1
C/C(CC(=O)Nc1ccc2c(c1)OCCO2)=N\NC(=O)COc1ccc(C)cc1Br	2	1	-1	1	9	i	i	1	5
C=CC(=O)N(CCC)C(c1ccccc1)c1ccccc1OC (configuration not stated)	4	-4	1	0	8	i	i	2	-7
CCOC(=O)c1c(-c2ccccc2)oc2cc(CN(C)C)c(O)c(CN(C)C)c12	1	-16	-1	-1	44	i	i	-21	-117
COc1ccccc1NC(=O)NCCN1C(=O)C2C3C=CC(C3)C2C1=O (configuration not stated)	11	-4	1	-2	-13	i	i	-2	1
COc1cc(C2CC(=O)Oc3cc(C)cc(C)c32)cc(OC)c1OC (configuration not stated)	0	-2	0	1	2	i	i	4	5
COc1ccc(S(=O)(=O)N(CC(=O)O)c2ccc(C)cc2)cc1	-8	-5	5	2	13	i	i	4	1
Cc1c(/C=N/NC(=O)C(NC(=O)c2ccc3c(c2)OCO3)C(C)C)c2ccccc2n1C (configuration not stated)	-4	22	-1	17	1	i	i	-7	-2
O=C1NC(=O)/C(=C\c2cn(Cc3ccccc3F)c3ccccc23)N1	9	0	0	-1	-108	i	i	1	2
CCOC(=O)N1CCN(C(=O)c2cn(C)c3ccc(S(=O)(=O)N(C)C4CCCCC4)cc3c2=O)CC1	-3	-2	0	3	11	i	i	1	-1
Cc1ccc(C(=O)OC(C)C(=O)NC2CCCCC2C)cc1S(=O)(=O)N1CCOCC1 (configuration not stated)	28	4	0	-3	6	i	i	-2	4
CSc1ccc(S(=O)(=O)Nc2ccc(S(=O)(=O)Nc3ccc(C)cc3)cc2)cc1	17	30	-3	-3	10	i	i	-7	7
COc1ccc(CCNC(=O)C(=O)NCC2OCCN2S(=O)(=O)c2ccccc2)cc1OC (configuration not stated)	-4	-7	-4	-8	-12	i	i	0	1
Cc1cc(=O)[nH]c(N=N/C(=N/Nc2ccc(O)cc2)c2ccccc2)n1	5	-1	0	3	31	i	i	1	-3
Cc1ccc(S(=O)(=O)NCC(=O)NCC(=O)N(C)Cc2ccc(Br)s2)cc1C	0	2	0	-7	-5	i	i	0	4
O=C(CCC1CCCC1)Nc1ccc(OCC(=O)N2CCOCC2)cc1	34	-10	1	4	-23	i	i	-4	0
Cn1c(-c2ccc3c(c2)OCO3)cc(=O)c2ccccc21	-6	3	1	2	-4	/	i	-1	4
C[C@@H]1CN(Cc2nc(-c3cnccn3)no2)C[C@H](C)O1	1	0	1	-4	5	i	i	0	-1
COc1ccc(/C=N/NC(=O)c2cccc([N+](=O)[O-])c2)cc1OS(=O)(=O)c1ccccc1	7	25	-1	11	2	i	i	1	0
C=CCn1c(SCc2ccccc2)nc2scc(-c3ccc(C)o3)c2c1=O	14	18	0	1	4	i	i	2	-4
COc1ccc(C2N=C(N)N=C(N)N2c2ccccc2)cc1OC (configuration not stated)	7	-12	2	-1	-11	i	i	2	0
NS(=O)(=O)c1ccc(CNC(=O)Cn2nc(C(F)F)cc2C(F)F)cc1	10	-7	3	-2	-8	i	i	6	0
O=C(O)/C=C/c1ccc(-n2ccnc2)cc1	-8	-5	-3	-5	-8	i	i	4	-1
Cc1nn(C)cc1/C=N/NC(=O)c1sc2ccccc2c1Cl	11	0	-1	-4	-7	i	i	3	-1
C=CCn1c2ccccc2c2nnc(SCN3C(=O)c4ccccc4C3=O)nc21	-1	19	-4	-2	5	i	i	2	2
Cc1ccnc(NC(=O)CCC2CCCCC2)c1	-3	-2	3	2	0	i	i	-1	-4
Cc1nn(C)c(C)c1C1Nc2ccccc2C(=O)N1O (configuration not stated)	-5	-9	3	-3	9	i	i	4	1
CC(C)CCNC(=S)Nc1ccc([N+](=O)[O-])cc1	11	41	-5	0	13	i	i	-1	-11
COc1ccc(Cl)cc1CC1(C)C(=O)Nc2c(Cl)cccc21 (configuration not stated)	4	11	-1	-5	4	i	i	0	0
CC(=O)Nc1cc(-c2cccnc2)cn2c(-c3ccc(F)cc3)cnc12	3	2	-1	-1	-20	i	i	-8	-3
CC(C)n1c(CCCO)nc2ccccc21	12	-7	-4	-3	7	i	i	1	-2
CC(=O)N1CCC2(CC1)NC(=O)N(c1ccccc1)N2	9	-5	-4	0	3	i	i	5	-1
COc1ccccc1C1SCCN1S(C)(=O)=O (configuration not stated)	3	-6	-1	-4	0	i	i	-4	1
Cn1c(CCNC(=O)c2ccco2)nc2cc(NS(=O)(=O)c3ccccc3)ccc21	1	-4	-1	2	0	i	i	0	8
CC(C)COP(=O)(c1ccc(N(C)C)cc1)C(O)c1ccccn1 (configuration not stated)	0	0	4	-5	1	i	i	-8	3
CCc1ccc(C(O)c2ncc(-c3ccccc3F)[nH]2)cc1 (configuration not stated)	6	0	-5	-4	-6	i	i	0	6
CC(C)CC(=O)Nc1c2c(nn1-c1ccc([N+](=O)[O-])cc1)CS(=O)(=O)C2	2	3	2	0	5	i	i	-1	3

Some of the entries so far, in markdown.
| smiles | SKN-1 inh | FAS TE block | Rin1-Abl PPI inh | NadD block | MLLE-PAM2 inh | Neddylation inh | Rpn11 inh | CSN deneddyl inh | MT1-MMP act inh |
| --- | --- | --- | --- | --- | --- | --- | --- | --- | --- |
| Cc1nn(C)cc1/C=N/NC(=O)c1sc2ccccc2c1Cl | 11 | 0 | -1 | -4 | -7 | i | i | 3 | -1 |
| CC(C)CCNC(=S)Nc1ccc([N+](=O)[O-])cc1 | 11 | 41 | -5 | 0 | 13 | i | i | -1 | -11 |
| Cc1ccnc(NC(=O)CCC2CCCCC2)c1 | -3 | -2 | 3 | 2 | 0 | i | i | -1 | -4 |
| COc1ccc(Cl)cc1CC1(C)C(=O)Nc2c(Cl)cccc21 (configuration not stated) | 4 | 11 | -1 | -5 | 4 | i | i | 0 | 0 |

(more compounds)
SMILES	SKN-1 inh	FAS TE block	Rin1-Abl PPI inh	NadD block	MLLE-PAM2 inh	Neddylation inh	Rpn11 inh	CSN deneddyl inh	MT1-MMP act inh
COc1ccc(/C=C2/N=C3CCCCCN3C2=O)cc1	6	-9	1	-1	4	i	i	-7	-3
CCN(CC(=O)Nc1ccc(NC(C)=O)cc1)C(=O)c1ccc(COc2ccc(C(C)(C)C)cc2)cc1	-9	8	-3	-7	-12	i	i	1	14
O=C(CSC1=NS(=O)(=O)c2cc(Cl)ccc2N1)Nc1ccccc1F	13	2	1	-2	12	i	i	2	-5
Cc1nn(-c2ccccc2)c(Cl)c1C(=O)OC(C)C(=O)Nc1ccc2c(c1)OCO2 (configuration not stated)	2	1	1	-2	-9	i	i	0	1
COc1ccc2c3c([nH]c2c1)C1CC2C(CC(O)C(OC)C2CO)CN1CC3 (configuration not stated)	8	-4	0	-1	-10	/	i	-3	1
O=C(CCC(=O)c1cccs1)Nc1ncccc1O	1	-5	0	4	-3	i	i	-4	4
Cc1c(NC(=O)C(C)OC(=O)CCc2c[nH]c3ccccc23)c(=O)n(-c2ccccc2)n1C (configuration not stated)	1	-7	-1	-1	-24	i	i	-5	1
Nc1ncnc2[nH]c(=S)[nH]c12	4	-9	2	1	22	i	i	-1	-3
O=C(NNC(=S)Nc1ccccc1Cl)c1ccncc1	19	-4	2	1	15	i	i	0	-1
C[c-]1[c-](C)[c-](C)[c-](C)[c-]1C.[Fe].c1cc2nccc(N3CCCC3)[c-]2c1 (configuration not stated)	21&-13	-2&-11	3&7	75*	64*	i	i	-20&10	-14&-4
Cc1cccc(/C(N)=N/OC(=O)c2ccccc2Cl)c1	0	26	2	3	8	i	i	0	0

From PubChem BioAssay
